Assay outcomes from PubChem.
CCHFV vOTU inh – blocks the CCHF virus ovarian tumor domain protease | CCHFV vOTU protease, Pep-AMC fluorescence | inhibition, % at 11.5 µM | hit rate 0.55% among 370,000; further: 0% = vehicle wells with enzyme and 100% = no enzyme wells
GDH-TPI counter – GDH-TPI coupled enzyme inhibition counter-screen | GDH-TPI coupled enzyme counterscreen, NADH absorbance | inhibition, % at 4.8 µM | hit rate 1.2% among 360,000 | AID 588335;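 further: 0% = DMSO wells and 100% = wells lacking the enzyme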
Mtb FBA inh – inhibits M. tuberculosis FBA enzyme; P9WQA3; inhibition, % at 1 µM; hit rate 2.3% among 360,000; AID 588726; purified M. tuberculosis FBA, fluorescence read-out; in the data active means inhibition above about 27%;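 further: 0% = vehicle and 100% = reference inhibitor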
Target sequence (P9WQA3 whole entry, looked up): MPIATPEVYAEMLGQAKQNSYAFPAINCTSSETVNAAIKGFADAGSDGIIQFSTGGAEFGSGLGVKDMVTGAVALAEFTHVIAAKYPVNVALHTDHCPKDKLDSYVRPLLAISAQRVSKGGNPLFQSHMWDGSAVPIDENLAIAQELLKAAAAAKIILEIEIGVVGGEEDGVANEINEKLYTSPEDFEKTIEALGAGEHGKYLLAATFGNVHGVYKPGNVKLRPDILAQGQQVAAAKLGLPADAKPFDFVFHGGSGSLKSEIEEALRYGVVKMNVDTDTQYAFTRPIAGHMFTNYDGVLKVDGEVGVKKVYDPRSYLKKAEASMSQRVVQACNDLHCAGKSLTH
MazF activator – MazEF (E. coli) toxin RNase activation; P0AE70; FAM/BHQ RNA-DNA oligo cleavage fluorescence, 5 h; hit rate 0.32% among 350,000; activation, % at 20 µM; in the data active means activation above about 50%
Target sequence (P0AE70 whole entry, looked up): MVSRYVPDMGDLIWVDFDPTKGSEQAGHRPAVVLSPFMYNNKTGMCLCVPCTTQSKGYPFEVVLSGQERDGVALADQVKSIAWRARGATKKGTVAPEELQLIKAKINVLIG
BioA inh – inhibitors of Mycobacterium tuberculosis BioA enzyme | AID 602481 | purified M. tuberculosis BioA enzyme, plate reader | inhibition, % at 9.99 µM | hit rate 0.096% among 360,000; in the data active means inhibition above about 40%; inconclusive means no clear call, values can overlap the other calls
Mtb UGM inh – Mtb UDP-galactopyranose mutase inhibition; P9WIQ1; purified UGM, fluorescence polarization probe displacement; inhibition, % at 10 µM; hit rate 0.06% among 320,000; AID 504406; in the data active means inhibition above about 10%, passing the limit was not always enough; inconclusive means no clear call, values can overlap the other calls
BoNT F protease – inhibitors of Botulinum neurotoxin F light chain protease; Multiplex microsphere protease cleavage assay, flow cytometry; hit rate 0.22% among 360,000; AID 588497; inhibition, % at 10 µM; in the data active means inhibition above about 35%, passing the limit was not always enough; inconclusive means no clear call, values can overlap the other calls; further: plate controls were buffer without enzyme for full effect and enzyme alone for no effect
Rv3671c protease – Rv3671c (M. tuberculosis) protease inhibition. inhibition, % at 5.96 µM. AID 2606. hit rate 0.048% among 320,000. P9WHR9; in the data active means inhibition above about 38%;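 further: extracellular domain of Rv3671c used as enzyme; 0% = enzyme with DMSO and 100% = no enzyme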
Target sequence (P9WHR9 whole entry, looked up, the tested form may be a part): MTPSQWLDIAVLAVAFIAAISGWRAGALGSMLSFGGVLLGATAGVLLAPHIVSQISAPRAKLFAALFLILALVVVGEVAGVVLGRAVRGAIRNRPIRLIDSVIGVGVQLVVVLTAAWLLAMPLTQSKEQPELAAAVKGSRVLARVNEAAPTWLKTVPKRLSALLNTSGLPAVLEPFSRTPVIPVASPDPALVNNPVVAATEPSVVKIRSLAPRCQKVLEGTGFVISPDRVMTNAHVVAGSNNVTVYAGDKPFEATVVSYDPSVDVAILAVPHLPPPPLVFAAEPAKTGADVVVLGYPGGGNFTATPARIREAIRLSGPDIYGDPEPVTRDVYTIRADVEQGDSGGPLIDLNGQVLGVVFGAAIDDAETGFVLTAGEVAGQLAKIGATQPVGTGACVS
VHR inh abs – blocks human VHR1 dual specificity phosphatase. P51452. recombinant VHR phosphatase, pNPP absorbance. inhibition, % at 13.3 µM. hit rate 0.52% among 290,000. AID 1654; in the data active means inhibition above about 50%; further: some compounds called inactive have numbers as strong as hits
Target sequence (P51452 whole entry, looked up): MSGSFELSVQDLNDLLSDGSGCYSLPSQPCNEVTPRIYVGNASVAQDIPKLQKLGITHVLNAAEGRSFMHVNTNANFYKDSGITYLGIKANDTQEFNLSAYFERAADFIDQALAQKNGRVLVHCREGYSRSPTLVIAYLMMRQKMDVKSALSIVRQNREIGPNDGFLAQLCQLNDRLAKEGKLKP
FadD28 FP inh – inhibitors of Mycobacterium tuberculosis FadD28 bisubstrate binding. FadD28 bisubstrate probe binding, fluorescence polarization. inhibition, % at 12.5 µM. hit rate 0.22% among 360,000. AID 588549; in the data active means inhibition above about 8.5%, passing the limit was not always enough; inconclusive means no clear call, values can overlap the other calls
Numbers without * were called inactive; ? = inconclusive; . = not tested or not shown; & = joins results of further samples. Unless noted, no stated cut-off is given here; in the data, active means inhibition above about 30%; inactive means the rest.

SMILES	CCHFV vOTU inh	GDH-TPI counter	Mtb FBA inh	MazF activator	BioA inh	Mtb UGM inh	BoNT F protease	Rv3671c protease	VHR inh abs	FadD28 FP inh
CCN(CC(=O)Nc1c(F)cccc1F)C(=O)C1CCN(c2ncnc3sc(C)c(C)c23)CC1	-4	3	-2	-1	.	3.0	.	-5	.	-2.8
O=C(Nc1c(C(=O)N2CCC(N3CCCCC3)CC2)oc2ccccc12)c1c(F)cccc1F	-8	-9	0	14	-0.4	0.9	5	0	7	-3.3
Cc1ccc(CN(C)C(=O)CCc2c[nH]c3ccccc23)o1	-9	-8	1	5	-1.0	-1.5	4	2	36	-1.4
COC(=O)c1ccc(CN2CCC(CO)(Cc3ccc(OC)cc3)CC2)cc1	-7	10	8	6	0.3	-1.6	3	3	11	-2.2
CCOC(=O)c1nn(-c2ccccc2)c(=O)cc1SC1CCCCC1	-7	-3	2	-7	.	-0.2	0	-3	-17	-0.6
O=C(Nc1ccc(Cl)cc1)c1csc(-c2ccccc2)n1	-3	3	0	2	0.2	3.0	-3	-36	29	-1.2
O=C(OC1CCCCC1)c1ccc(NC(=O)C2CCCCC2)cc1	5	-2	-2	0	.	0.0	-5	-12	4	-3.4
N#C/C(=C/c1cccn1-c1cccc(C(=O)O)c1)c1ccc(F)cc1	25	14	4	0	.	.	1	.	12	-5.8
COc1ccc(OC)c(S(=O)(=O)NCc2cn3c(C)csc3n2)c1	-4	1	2	2	-0.1	-2.0	9	-3	5	-1.2
Cc1ccc(C(=O)Nc2ccccc2N2CCCCC2)cc1[N+](=O)[O-]	-4	9	-1	7	-2.1	-3.9	-5	-6	30	0.3
Cn1c2ccccc2c(=O)c2c(=O)n(Cc3ccco3)c(-c3ccc(F)cc3)nc21	-4	20	1	2	0.2	1.0	?	-6	17	-1.6
CCNC(=O)COn1c(SCC(=O)NCC)nc2ccccc2c1=O	-7	-4	-1	6	-0.5	0.2	-3	-3	14	-1.1
O=C(COC(=O)c1ccccc1SCC(=O)N1CCCC1)NCc1ccccc1	-5	6	4	-3	-1.8	-3.0	-9	-4	.	-1.6
COc1ccc(S(=O)(=O)N2Cc3ccccc3-n3nncc3C2)cc1	5	4	0	4	-0.2	.	0	.	.	-7.0
CSCCC(N=C1NS(=O)(=O)c2ccccc21)C(=O)NCCc1ccccc1 (configuration not stated)	13	0	-2	1	0.6	-1.7	3	-2	9	-0.6
CC(NC(=O)CN1CCN(c2ccccc2F)CC1)c1ccccc1 (configuration not stated)	0	17	1	2	-2.7	1.2	-10	.	29	-0.1
N#CC1(NC(=O)COC(=O)CNC(=O)c2sc3ccccc3c2Cl)CCCCC1	-9	2	-1	1	-1.0	-2.0	0	4	.	-3.2
O=C(c1ccc2nc(-c3ccco3)c(-c3ccco3)nc2c1)N1CCN(c2ncccn2)CC1	32*	11	-7	0	3.2	0.6	4	-13	13	-1.9
N/C(=N\N=C\c1ccc2c(c1)OCO2)c1nonc1N	16	32*	2	0	.	0.1	-1	-10	-2	-2.0
NC(c1csc(NC(=O)Nc2ccccc2Cl)n1)C1CCCCC1 (configuration not stated)	8	0	-2	.	-2.0	.	-21	.	.	-2.6
Cc1csc(N=Cc2ccc([N+](=O)[O-])o2)n1	21	3	-5	4	.	.	-23	.	.	2.5
C(C#CCCCCCCCCC[n+]1ccccc1)#CCCCCCCCCC[n+]1ccccc1	10	1&2	-3&1	18&9	1.7	-3.6	-40&-23	-2	-3	-40&-40
FC(F)(F)c1cc(C(F)(F)F)c2ccc(N3CCN(c4ccc(Cl)cc4)CC3)nc2n1	3	4	1	14	.	2.0	4	-8	23	-0.9
Cc1nc2ncnn2c(C)c1CCC(=O)NCCC1=CCCCC1	-3	-2	6	11	1.9	1.0	-2	-2	3	-0.4
Cc1ccccc1C1=NC(C(F)(F)F)(C(F)(F)F)c2c(n(C)c(=O)n(C)c2=O)N1	4	16	-1	-1	-0.3	-0.3	-3	-2	-4	-0.8
COc1ccc(-c2csc(NC(=O)COc3ccc(N(C)S(=O)(=O)c4ccc(C)cc4)cc3)n2)cc1	3	16	2	-8	.	-0.4	6	-61	4	-2.2
Cc1c(NC(=O)/C(C#N)=C/c2ccc(-c3ccc(Cl)c(Cl)c3)o2)c(=O)n(-c2ccccc2)n1C	-5	-1	-3	-4	.	.	0	-6	14	-6.7
CC(NCC(=O)Nc1ccccc1C(=O)NC1CC1)c1ccco1 (configuration not stated)	-3	1	4	3	0.1	.	6	.	.	0.1
CC(NC(=O)CNC(=O)c1cccc(Cl)c1)c1ccccc1 (configuration not stated)	4	17	0	8	.	2.6	-6	5	-10	-2.5
COc1ccccc1NS(=O)(=O)c1ccc2oc(SCC(=O)N3CCNC3=O)nc2c1	-3	-6	-2	9	1.3	-1.9	-13	6	.	-0.5
C=CCN(CC=C)C(=S)Nc1ccccc1	-4	-7	-6	-7	-1.1	0.2	1	-4	9	-1.3
CC(C)c1nc(-c2c(N)n(C)c(=O)n(C)c2=O)sc1C(=O)C(C)(C)C	-3	3	0	4	0.0	0.4	-6	-4	4	-1.8
Cc1cc(-c2ccc(C)c(S(=O)(=O)NCC3CCN(Cc4ccc(F)cc4)CC3)c2)on1	8	9	0	-3	-0.4	-3.0	5	1	5	-3.9
C=CCn1c(SCc2c(C)noc2C)nc2sc(C)c(C)c2c1=O	-7	15	5	-3	2.3	0.3	-3	3	23	-3.5
CN1CCCC(OC(=O)c2cccc(S(=O)(=O)N3CCCCCC3)c2)C1 (configuration not stated)	-10	0	7	7	1.5	-2.2	-6	3	4	-0.5
COc1ccc(OCC(=O)Nc2c(C(=O)N3CCN(C)CC3)oc3ccccc23)cc1	4	-11	1	3	4.1	-1.8	10	-3	34	-3.5
CCCn1nc(C(=O)NNC(=O)c2ccc(C)c(C)c2)c2ccccc2c1=O	7	-1	-2	9	.	1.7	-5	3	.	-4.4
CC(=O)c1cccc(NC(=O)C(C)OC(=O)CCN=C2NS(=O)(=O)c3ccccc32)c1 (configuration not stated)	-1	5	2	-2	1.6	1.1	-8	-7	.	1.2
O=C(N/N=C/c1ccc([N+](=O)[O-])cc1)c1ccc2nc[nH]c2c1	19	37*	-3	7	2.6	-1.5	10	-7	-4	-1.8
Cc1nonc1N1CCN(Cc2cn[nH]c2-c2ccc(F)cc2F)CC1	-18	-1	2	-1	.	0.1	3	4	-14	-2.7
COc1ccc(C2(C(=O)NCC3CCCO3)CCOCC2)cc1 (configuration not stated)	4	11	1	-5	-0.4	-3.0	.	8	-4	-1.8
Cc1ccc(S(=O)(=O)N2CCN(Cc3cccnc3)CC2)cc1	10	0	-3	-1	-0.3	1.0	-8	2	6	-0.7
COc1ccc(NC2=C(C(C)=O)C(c3ccc(OC)cc3)C(C(C)=O)C(C)(O)C2)cc1 (configuration not stated)	-8	16	0	4	0.9	1.8	-2	3	34	-1.5
COc1cc(CNc2ccc(CNc3ncn[nH]3)cc2)ccc1OCC(=O)NC(C)(C)C	-1	-6	1	3	.	0.6	-8	2	2	-3.5
C=CCc1cccc2cc(C(=O)N3CCOCC3)c(=O)oc12	8	15	4	7	7.5	0.8	?	-1	10	-3.5
COC(=O)C1SCC2C(=O)N(Cc3ccc(F)cc3)CC(=O)N21 (configuration not stated)	-6	2	0	4	-0.6	1.3	-4	-6	13	-2.4
O=C(NC(NNc1ccc([N+](=O)[O-])cc1)(C(F)(F)F)C(F)(F)F)c1ccc(Cl)cc1	20	16	-1	6	0.2	1.5	-4	3	-10	-5.8
CCCCCCC(=O)NCC(=O)OCC(=O)c1ccccc1	14	-6	7	-3	1.4	1.3	3	-1	17	-2.5
CC(=O)N1c2c(cc(Br)cc2S(=O)(=O)NCC2COc3ccccc3O2)CC1C (configuration not stated)	12	-3	0	4	0.0	-2.8	-8	-2	16	-2.1
C=CCN(c1nc(C)cc(OC)n1)S(=O)(=O)c1ccccc1	-8	1	2	7	-0.3	-1.2	10	-11	2	-0.1
O=C1NCCN(Cc2ccc(-c3ccccc3)cc2)C1CC(=O)N1CCN(CCO)CC1 (configuration not stated)	-9	7	1	-4	.	1.6	4	7	-7	-0.5
CCN(CC)S(=O)(=O)c1cccc(-c2nnc(SC(C)C(=O)NCCC3=CCCCC3)o2)c1 (configuration not stated)	-2	-1	1	-1	-3.2	-1.0	2	-5	.	-0.9
CC1CCCN(c2ccc(C(=O)Nc3ccc4c(c3)OCO4)cc2[N+](=O)[O-])C1 (configuration not stated)	9	15	-2	5	1.3	1.0	-14	-5	-2	-5.7
CC(NC(=O)OC(C)(C)C)C(=O)NC(CCC(=O)OCc1ccccc1)C(N)=O (configuration not stated)	2	13	0	0	.	-0.3	-3	-10	3	-1.9
O=[N+]([O-])CC(c1ccccc1)c1c[nH]c2ccccc12 (configuration not stated)	-6	14	2	0	0.8	0.3	?	3	.	-3.1
CC(=O)Nc1ccc(S(=O)(=O)NCCC(=O)NNC(=O)c2ccccc2O)cc1	12	5	7	12	-0.7	1.6	-1	-8	.	0.3
COc1ccc(NC(=O)Cn2nc(C(=O)O)c3ccccc3c2=O)cc1Cl	22	-4	3	-15	0.5	-2.6	-1	0	12	-2.0
O=C(CN1C(=O)C(=O)N(Cc2ccccc2)C1=O)Nc1cc(Cl)cc(Cl)c1	-3	6	0	6	.	0.8	1	-6	-15	-1.3
N#Cc1ccccc1OCCCN1CCC(Cc2ccccc2)CC1	0	7	2	6	6.5	-6.6	10	3	13	-1.3
Cn1cccc1/C=N/NC(=O)c1ccncc1	-2	35*	1	3	0.1	0.4	9	-4	6	-0.2
Next section.
SMILES	CCHFV vOTU inh	GDH-TPI counter	Mtb FBA inh	MazF activator	BioA inh	Mtb UGM inh	BoNT F protease	Rv3671c protease	VHR inh abs	FadD28 FP inh
COc1cccc(-c2noc(C3CCCN(C(=O)Cc4ccccc4)C3)n2)c1 (configuration not stated)	7	-13	0	-2	1.9	-1.9	0	-3	14	-5.0
CN1CCN(C(=O)/C(=C/c2ccc([N+](=O)[O-])cc2)NC(=O)c2ccccc2)CC1	6	-1	-3	0	-1.1	-0.6	9	6	13	-4.2
Cc1ccccc1CC(=O)N(CCN(C)C)CC1CCCN(Cc2ccccc2F)C1 (configuration not stated)	-12	-6	1	6	3.2	-2.9	25	-3	23	-3.6
O=C(NCC1COc2ccccc2O1)c1ccc(NC(=O)C2CCCO2)cc1 (configuration not stated)	8	-1	1	3	-1.6	3.2	-3	-4	12	-1.5
O=C(COC(=O)C1CCCCC1)Nc1ccc(S(=O)(=O)N2CCOCC2)cc1	1	-1	8	2	.	0.0	5	0	2	-1.5
CSC1=NNC(c2ccc(C(C)(C)C)cc2)=NN1	1	3	0	-9	0.6	-0.5	-2	1	39	-2.7
CN1CCN(C2CCN(S(=O)(=O)c3ccc(C(C)(C)C)cc3)CC2)CC1	3	-11	0	8	0.4	.	18	.	25	-3.0

Already shown: entries from further up.
SMILES	CCHFV vOTU inh	GDH-TPI counter	Mtb FBA inh	MazF activator	BioA inh	Mtb UGM inh	BoNT F protease	Rv3671c protease	VHR inh abs	FadD28 FP inh
CC(NCC(=O)Nc1ccccc1C(=O)NC1CC1)c1ccco1 (configuration not stated)	-3	1	4	3	0.1	.	6	.	.	0.1
CC(NC(=O)CNC(=O)c1cccc(Cl)c1)c1ccccc1 (configuration not stated)	4	17	0	8	.	2.6	-6	5	-10	-2.5
COc1ccccc1NS(=O)(=O)c1ccc2oc(SCC(=O)N3CCNC3=O)nc2c1	-3	-6	-2	9	1.3	-1.9	-13	6	.	-0.5
C=CCN(CC=C)C(=S)Nc1ccccc1	-4	-7	-6	-7	-1.1	0.2	1	-4	9	-1.3
CC(C)c1nc(-c2c(N)n(C)c(=O)n(C)c2=O)sc1C(=O)C(C)(C)C	-3	3	0	4	0.0	0.4	-6	-4	4	-1.8
Cc1cc(-c2ccc(C)c(S(=O)(=O)NCC3CCN(Cc4ccc(F)cc4)CC3)c2)on1	8	9	0	-3	-0.4	-3.0	5	1	5	-3.9
